Assay outcomes: PubChem BioAssay, National Center for Advancing Translational Sciences (NCATS)
RORgamma inh – qHTS for inhibitors of ROR gamma transcriptional activity | Potency, µM (top dose mostly 53.6 µM), for inactives: top-dose activity change, negative = inhibition, hits mostly inhibitors | Drosophila S2 Gal4-RORgamma UAS-luciferase reporter, 20 h | AID 2551, 2010 | Nuclear receptor ROR-gamma (Mus musculus), P51450 | hit rate 5.4% among 310,000; further: on the % scale 0 is the no-effect control and ±100 the full control effect; nearly all actives have a fitted effect of over 60% in size
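Using a luciferase readout, inhibitors were identified by reduced reporter activity in Drosophila cells coexpressing a copper-inducible Gal4–ROR gamma fusion and UAS-driven Photinus luciferase, incubated 20 hr after 700 uM copper sulfate.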
MBNL1-CUG inh – qHTS Assay for Inhibitors of MBNL1-poly(CUG) RNA binding; Muscleblind-like protein 1 (Homo sapiens), Q9NR56; TR-FRET MBNL1-His/biotin-(CUG)12 binding, 665/545 ratio; Potency, µM (titrated, usually from 57.5 µM), without a hit: at the highest dose activity change, negative = inhibition, hits mostly inhibitors; hit rate 0.036% among 280,000; AID 2675, 2010; active means well fitted inhibition curve with a large enough effect in the signal ratio, with a control signal flat, not every such curve was filed as active; inconclusive means small, poorly fitted or top-dose-only effect, or effect the other way, or a change in a side signal; inactive means no such curve, though single readings can be large or run the other way; the % refers to the signal ratio; further: on the % scale 0 is the no-effect control and ±100 the full control effect
Target sequence (Q9NR56 whole entry, looked up): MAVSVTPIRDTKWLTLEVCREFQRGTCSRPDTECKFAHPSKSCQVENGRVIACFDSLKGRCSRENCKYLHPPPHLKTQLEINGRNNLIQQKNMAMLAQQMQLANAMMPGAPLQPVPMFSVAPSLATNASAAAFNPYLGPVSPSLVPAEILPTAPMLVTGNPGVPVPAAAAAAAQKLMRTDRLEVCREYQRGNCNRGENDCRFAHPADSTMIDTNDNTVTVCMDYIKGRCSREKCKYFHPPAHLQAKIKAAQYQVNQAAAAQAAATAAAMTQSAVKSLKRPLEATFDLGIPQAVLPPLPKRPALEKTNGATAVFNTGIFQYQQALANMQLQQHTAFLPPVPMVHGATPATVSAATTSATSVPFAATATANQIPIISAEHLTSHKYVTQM
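TR-FRET between His-tagged MBNL1 and biotin-(CUG)12 RNA, detected with Tb anti-His antibody (0.055 ng/ul) and streptavidin-XL665 (5 nM), 60 min at room temperature. Compounds titrated 92 nM to 58 uM; 665/545 nm ratio normalized to buffer and complex controls.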
FLuc modulator – qHTS profiling assay for firefly luciferase inhibitor/activator using purifed enzyme and Km concentrations of substrates (counterscreen for miR-21 project); Luciferin 4-monooxygenase (Photinus pyralis), P08659; purified FLuc, Km substrates, luminescence inhibition; Potency, µM (highest dose often 57.5 µM), without a hit: top-dose activity change, negative = inhibition, hits mostly inhibitors; hit rate 6.9% among 360,000;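 further: plate controls were vehicle for no effect and reference inhibitor for full effect; nearly all actives have a fitted effect of over 55% in size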
Target sequence (P08659 whole entry, looked up): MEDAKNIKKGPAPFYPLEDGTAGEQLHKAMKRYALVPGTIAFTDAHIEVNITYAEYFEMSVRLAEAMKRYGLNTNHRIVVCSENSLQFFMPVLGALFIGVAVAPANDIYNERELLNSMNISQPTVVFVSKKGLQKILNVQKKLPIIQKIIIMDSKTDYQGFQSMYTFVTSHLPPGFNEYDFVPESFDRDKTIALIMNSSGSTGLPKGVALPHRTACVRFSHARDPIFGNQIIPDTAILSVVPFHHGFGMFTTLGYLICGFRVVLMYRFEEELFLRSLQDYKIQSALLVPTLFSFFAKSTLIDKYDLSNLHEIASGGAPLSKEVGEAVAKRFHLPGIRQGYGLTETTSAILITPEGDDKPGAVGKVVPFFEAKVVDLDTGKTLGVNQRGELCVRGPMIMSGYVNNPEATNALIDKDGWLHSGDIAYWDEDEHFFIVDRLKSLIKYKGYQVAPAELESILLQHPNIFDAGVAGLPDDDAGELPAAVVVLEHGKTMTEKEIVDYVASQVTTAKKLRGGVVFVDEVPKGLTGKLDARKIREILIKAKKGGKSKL
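Purified P. pyralis luciferase, 10 nM final, with Km-level 10 uM D-luciferin and 10 uM ATP in 50 mM Tris acetate pH 7.5, 10 mM Mg acetate, 0.01% Tween-20, 0.05% BSA; 6-point qHTS titration about 60 µM downward; luminescence read.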
p53 reactivator – qHTS assay for re-activators of p53 using a Luc reporter | H1299 p53-A138V BP100-luciferase reporter, luminescence, 24 h | Potency, µM (doses to about 92.2 µM), for the others: at the top dose activity change, positive = activation, actives largely listed as activators | hit rate 0.063% among 320,000 | AID 504706, 2011; further: % of control where 0% means no effect; nearly all actives have a fitted effect of over 45% in size
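p53-null H1299 cells stably carrying temperature-sensitive p53-A138V and a BP100-luciferase reporter were pinned with compounds (4-point, 1:5 series) and held 24 hrs at 37 deg C. Luminescence was read 10 min after detection reagent.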
uPA surface inh – qHTS for Inhibitors of Cell Surface uPA Generation. cell surface uPA generation assay, qHTS. Potency, µM (highest dose often 38.3 µM), inactives show at the top dose activity change, negative = inhibition, most hits filed as inhibitors. hit rate 0.31% among 330,000. AID 540303, 2011; active means well fitted inhibition curve with a large enough effect; inconclusive means small, poorly fitted or top-dose-only effect; inactive means no such curve, though single readings can be large or run the other way; tested in mouse RAW 264.7 cells; further: on the % scale 0 is the no-effect control and ±100 the full control effect; nearly all actives have a fitted effect of over 55% in size
BRCA1 expr act – qHTS Assay to Identify Small Molecule Activators of BRCA1 Expression; hit rate 1.1% among 380,000; Potency, µM (titrated, usually from 46.1 µM), inactives show at the top dose activation, usual class: activators; MCF7-BRCA1-FFLuc reporter, luminescence, 48 h; response scale: scaled: vehicle 0%, 10 µM genistein 100%; further: nearly all actives have a fitted effect of over 80% in size; some results filed as inactive show a strong effect at the top dose
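Luminescence from a BRCA1-driven firefly luciferase in MCF7 cells was read after 48 h compound exposure at 37 C. Data normalized against DMSO and a 10microM genistein activation control, then curve-fitted across the titration.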
NPC1 prom act – qHTS Assay for NPC1 Promoter Activators | hit rate 2.4% among 320,000 | AID 485313, 2010 | Potency, µM (highest dose often 9.22 µM), inactives show top-dose activation, usual class: activators | Huh7 NPC1 promoter luciferase reporter, 24 h;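 further: % of control where 0% means no effect; nearly all actives have a fitted effect of over 60% in size; reporter is driven by a mutant NPC1 promoter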
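Huh7 reporter cells (NPC1 promoter driving luciferase) are dosed with compound for 24 h at 37 °C, 5% CO2; luciferase detection reagent is then added and luminescence measured after 10 min at ambient temperature.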
Gal4-VP16 FLuc – VP16 counterscreen qHTS for inhibitors of ROR gamma transcriptional activity | Drosophila S2 Gal4-VP16 UAS-luciferase, luminescence, 20 h | Potency, µM (titrated, usually from 53.6 µM), for inactives: top-dose activity, negative = inhibition, usual class: inhibitors | hit rate 3.5% among 310,000 | AID 2546, 2010;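 further: Gal4-VP16 expression switched on by copper sulfate through the metallothionein promoter; on the % scale 0 is the no-effect control and ±100 the full control effect; nearly all actives have a fitted effect of over 50% in size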
ELG1 genotox – qHTS screen for small molecules that induce genotoxicity in human embryonic kidney (HEK293T) cells expressing luciferase-tagged ELG1; HEK293T ELG1-luciferase reporter, luminescence, 16 h; Potency, µM (series often up to 46 µM), inactives show top-dose activity change, positive = activation, most hits filed as activators; hit rate 1.3% among 330,000; AID 504466, 2011; further: % of control where 0% means no effect; nearly all actives have a fitted effect of over 60% in size
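DMSO vehicle served as control against compound-treated ELG1-luciferase HEK293T cells; exposure lasted 16 hr at 37 °C and 5% CO2, followed by ONE-Glo luminescence detection after 30 min.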
Rab9 prom act – qHTS Assay for Rab9 Promoter Activators | Huh7 Rab9 promoter-luciferase reporter, luminescence, 24 h | Potency, µM (series often up to 9.22 µM), for the others: top-dose activation, negative = inhibition, usual class: activators | hit rate 2.8% among 320,000 | AID 485297, 2010; further: % of control where 0% means no effect; nearly all actives have a fitted effect of over 60% in size
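Luminescence read-out: Huh7 cells stably expressing Rab9-luciferase, treated 24 h with compound at 37 °C, then lysed with luciferase reagent for 10 min at ambient before reading.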
* marks the source's active call; other numbers are inactive results; ? = inconclusive; / = not tested or not shown; & = joins results of further samples; [ ] = remark or other dose. Unless noted, the call rests on the fitted dose curve; in most records, active means well fitted curve in the direction sought with a large enough effect; inconclusive means small, poorly fitted or top-dose-only effect, or another doubt; inactive means no such curve, though single readings can be large; an effect the other way counts as inactive or inconclusive. Potency means the concentration at half of the fitted maximal effect.

canonical_smiles | RORgamma inh | MBNL1-CUG inh | FLuc modulator | p53 reactivator | uPA surface inh | BRCA1 expr act | NPC1 prom act | Gal4-VP16 FLuc | ELG1 genotox | Rab9 prom act
CCOC(=O)Cn1c(-c2cccnc2Cl)nc2ccccc21 | -8% | -9% | 0% | 10% | / | 3% | -2% | -6% | 0% | -4%
COc1cc(NS(=O)(=O)c2ccc(NC(=S)NC(=O)/C=C/c3ccc(F)cc3)cc2)ncn1 | 9% | / | -11% | -3% | 12% | 8% | 7% | -12% | -3% | -1%
CCCCc1nc2ccccc2n1Cc1nnc2n1-c1ccccc1SC2 | 1% | -12% | 3% | -4% | 4% | -7% | -4% | 12% | 4% | 13%
COc1ccc(C2CC(c3ccccc3)=NN2C(=O)COC(=O)c2ccc(S(C)(=O)=O)cc2)cc1 (stereo not given) | / | / | 2% | 6% | -7% | -20% | -1% | / | 0% | -2%
O=C(Nc1ccccc1)Nc1cccn(Cc2c(F)cccc2Cl)c1=O | ? | -3% | 11µM* | 4% | ? | ? | 26% | 4% | 0% | ?
O=C(N/N=C/c1ccco1)c1ccc(NC(=O)c2ccccc2Cl)cc1 | 1% | 9% | 5% | ? | 4% | -12% | 1% | 0% | -1% | 1%
O=C(CNc1cccc([N+](=O)[O-])c1)N/N=C/c1ccc([N+](=O)[O-])o1 | 10% | ? | 2% | 1% | -17% | -56% | -32%[inhibitor] | -19%[10 µM] | -15% | -40%[inhibitor]
COc1ccc(CCNC(=O)COC(=O)c2ccccc2NCCO)cc1OC | / | / | 5% | 3% | -4% | 41% | 14% | / | 5% | 10%
CC(C)C[C@H](NC(=O)NCc1ccc(Cl)cc1)C(=O)O | 0% | -11% | 2% | 3% | -4% | 4% | -1% | ? | 0% | -7%
CCOCCCNC(=O)c1cccc(NC(=O)C2=C(C)OCCS2)c1 | -10% | 1% | 2% | -2% | 3% | 26% | 0% | -2% | 1% | 0%
O=C(c1cc(COc2ccc(F)cc2Cl)on1)N1CCc2sccc2C1 | ? | 6% | ? | 6% | -2% | 72% | -12% | -3% | 1% | 5%
COc1ccccc1-c1nnc(SCC(=O)c2ccc(C3CCCCC3)cc2)n1Cc1ccco1 | -6% | -4% | -10% | -4% | -11% | -63% | 0% | 3% | -11% | -4%
COc1cccc(NC(=O)Cn2cnc3c(oc4nc5c(cc43)CCCC5)c2=O)c1 | -24% | 0% | -2% | -1% | 9% | 1% | -1% | -14% | ? | -4%
C/C(=C1/SC(N2CCOCC2)=NC1=O)c1ccc(Cl)cc1 | -8% | 3% | 6% | -6% | 5% | -14% | -3% | -5% | 2% | 5%
O=C(CCCn1cnc2ccccc2c1=O)Nc1ccccc1F | 27% | -5% | 1% | 0% | 1% | -26% | -2% | 10% | -1% | 6%
Brc1ccc(-c2nnc3sc(CN4CCC5(CC4)OCCO5)cn23)cc1 | 24% | -3% | 9% | -10% | / | 11% | -2% | -10% | -4% | -2%
COC(=O)c1ccc(CSc2nncn2C)cc1 | -4%[10 µM] | 9% | -2% | 13% | -2% | 10µM* | ? | 3% | ? | ?
COCCOc1ccc(C(F)(F)F)cc1NC(=O)COC(=O)C1=COCCO1 | / | / | -1% | -5% | -2% | -4% | 5% | / | 2% | -6%
CCN1CCN(C(c2cccc(OC)c2OC)c2nnnn2Cc2ccco2)CC1 (stereo not given) | 3% | -10% | -1% | -2% | 0% | -1% | -5% | -1% | 3% | 0%
COc1ccccc1-n1c(SCC(N)=O)nc2sc3c(c2c1=O)CCC3 | 37% | -3% | 3% | 0% | -1% | 1% | -1% | -1% | 10% | 2%
CC1CCN(C(=O)Cn2c3ccccc3c3nc4n(c(=O)c32)CCS4)CC1 | 2% | 24% | 0% | -8% | 17% | -26% | 2% | -6% | 2% | -1%
Cc1ccc(C(=O)C2CCN(CC(=O)NCc3ccc(F)cc3)CC2)cc1 | -7% | -2% | -2% | -3% | 3% | -34% | 0% | -9% | 0% | 3%
C=CCNC(=O)CSc1nc2scc(-c3ccco3)c2c(=O)n1CC=C | 2% | 24% | 3% | -7% | -1% | 0% | 1% | 2% | -1% | -1%
Cc1cc(S(=O)(=O)Nc2ccc(C(=O)NCC(C)(C)N3CCOCC3)cc2)ccc1F | 0% | 6% | 2% | -10% | -3% | -1% | 1% | -5% | 3% | 29%
NS(=O)(=O)c1ccc(O)c(N2C(=O)c3cccc4c(C(=O)O)ccc(c34)C2=O)c1 | 4% | ? | -17% | 17% | 2% | 1% | -2% | -16%[10 µM] | 12% | 12%
Cc1ccc(-c2nc(CNC(=O)c3cc(C)on3)cs2)cc1 | / | 1% | 0% | / | 6% | -1% | -1% | / | -1% | -8%
COc1ccc2ccccc2c1CNCCCN1CCOCC1 | -6% | -7% | -2% | 4% | -5% | -1% | -2% | 2% | -5% | -8%
CCOc1ccccc1NC(=O)c1cccc2c1C(=O)N(C1CCCCC1)C2 | -11% | 2% | 0%&-1% | 14% | 4% | -19%&4% | -5% | 3% | -6% | -6%
CCC(CC)C(=O)N1CC(=O)Nc2ccc(Br)cc2C1c1ccccc1 (stereo not given) | -18% | 17% | 0% | -2% | -3% | -13% | -2% | -7% | -2% | -8%
COc1ccccc1Nc1nc(C)cc(C)c1C(N)=O | 7% | 2% | 0% | -5% | 5% | -30% | -1% | 2% | 7% | 2%
COC(=O)c1ccccc1NC(=S)NC(NC(=O)c1ccco1)C(Cl)(Cl)Cl (stereo not given) | 7.9µM* | -8% | 7% | 5% | -11% | -15% | -7% | -89% | -2% | -1%
O=C(COc1ccc(Cl)cc1)NCc1nnc(SCC(=O)Nc2ccccc2F)o1 | -13% | -3% | -10% | 1% | 1% | -18% | 0% | -1%[10 µM] | 6% | -10%
CCOc1ccc(S(=O)(=O)N2CCN(C(=O)COc3ccc(Br)cc3)CC2)cc1 | / | / | / | -2% | ? | -44% | / | / | -2% | /
Cc1ccc(S(=O)(=O)/C(C#N)=C/c2c(N3CC(C)OC(C)C3)nc3ccccn3c2=O)cc1 (stereo not given) | -2% | ? | 3% | -5% | -4% | -1% | -2% | -5% | -2% | -4%
CCOC(=O)c1c(C)oc2c1c(CN1CCN(C(=O)OCC)CC1)c(O)c1ccccc12 | -40% | 13% | ? | ? | -6% | 26% | 9% | -21% | ? | 5%
COc1cc(C2=NOC(C(=O)Nc3ccc(C(C)=O)cc3)C2)cc(OC)c1OC (stereo not given) | -12% | -3% | -13% | ? | / | 45% | 25% | -7% | 14% | 26%
Cc1cccc(OCC(=O)Nc2cccc(C(=O)NCC(C)C)c2)c1 | 10% | -14% | ? | -5% | -5% | 0% | -4% | -23% | -5% | -17%
CCOC(=O)c1[nH]c(COC(=O)c2ccccc2NC(=O)c2ccco2)c(C(=O)OCC)c1C | ? | -3% | -7% | -1% | 1% | 8% | 3% | 0% | 3% | -2%
COc1ccc(C(=O)NCCN2CCCC2)cc1OC | 4% | -9% | 1% | 1% | 2% | 4% | -1% | -6% | 5% | -3%
Cc1ccc(S(=O)CCNC(=O)Cc2ccccc2)cc1 (stereo not given) | 3% | -5% | -2% | -3% | 0% | -17% | -3% | -2% | 0% | 0%
COc1ccc(NC(=O)C/C(C)=N/NC(=O)c2ccccn2)c(OC)c1 | 2% | 10% | 1% | ? | -6% | ? | -2% | 18% | 20% | 2%
O=C(Cn1cc([N+](=O)[O-])ccc1=O)N1CCCc2ccccc21 | / | / | 0% | 1% | -2% | 21% | -4% | / | 5% | -5%
CCCCC(CC)COC(=O)C(C#N)=C(c1ccccc1)c1ccccc1 (stereo not given) | ? | / | -7% | 0% | 12% | -22% | 0% | -15%&-9% | 0% | -3%
O=C(N/N=C/c1cc([N+](=O)[O-])ccc1O)c1cc(-c2ccccc2)nc2ccccc12 | 3.2µM* | -12% | ? | ? | -9% | -72% | -15% | 4µM* | 2% | -15%
CN1C(=O)c2ccc(S(=O)(=O)c3ccc(C(=O)O)cc3)cc2C1=O | 25% | ? | 5% | 7% | -3% | 9% | -1% | 0% | 0% | 0%
O=C(NC1CCCC1)C(c1ccccn1)N(Cc1ccccc1F)C(=O)c1csnn1 (stereo not given) | -2% | -1% | 1% | -1% | -1% | -6% | 2% | 1% | -3% | -1%
C/C(=N\NC(=O)c1nnn(-c2nonc2N)c1-c1ccccc1)c1cccnc1 | 6% | -5% | 1% | -4% | 3% | 0% | -4% | -5% | -3% | -3%
CC(C)OC(=O)CN1C(=O)c2ccccc2C1=O | 23% | 11% | 3%[2.3 µM] | -3% | 4% | 24% | 0% | 12% | -1% | -2%
COC(C(=O)Nc1ccnn1C1CCN(Cc2ccccn2)CC1)c1ccccc1 (stereo not given) | 6% | -5% | 1% | 22% | 2% | -2% | -3% | -4% | -1% | -3%
